Compound activity deposited in PubChem by several laboratories.
HSP90 refold inh – HSP90 inhibitors, primary screen, cell lysate, luminescence. Heat shock protein HSP 90 (rabbit reticulocyte lysate; luciferase refolding). Rabbit reticulocyte lysate, luciferase refolding luminescence, 3 h. inhibition, % at 5.6 µM. 290,000 compounds, 0.91% hits;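 active means inhibition above the screen-wide mean plus 3 SD, computed separately per campaign, cut at about 16% in these data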;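 further: 0% = DMSO wells and 100% = 60 µM geldanamycin wells; inhibitors lower the luminescence because luciferase stays unfolded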
GSK3beta inhib – human GSK3beta kinase inhibitors, primary screen, biochemical, cell-free homogeneous, HTS; 300,000 compounds, 0.038% hits; AID 2097, 2009; activity score (negative = inhibition), % at 10 µM; GST-GSK3beta kinase, ADP-Glo luminescence, 60 min; active compounds read low;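 active means more than half of replicate wells score below -50%, meaning over 50% inhibition versus plate controls; inconclusive means some replicates but at most half score below -50%; inactive means no replicate scores below -50%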;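 further: 0% = median DMSO wells and -100% = median GW8510 positive control wells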
Target sequence (P49841 whole entry, looked up): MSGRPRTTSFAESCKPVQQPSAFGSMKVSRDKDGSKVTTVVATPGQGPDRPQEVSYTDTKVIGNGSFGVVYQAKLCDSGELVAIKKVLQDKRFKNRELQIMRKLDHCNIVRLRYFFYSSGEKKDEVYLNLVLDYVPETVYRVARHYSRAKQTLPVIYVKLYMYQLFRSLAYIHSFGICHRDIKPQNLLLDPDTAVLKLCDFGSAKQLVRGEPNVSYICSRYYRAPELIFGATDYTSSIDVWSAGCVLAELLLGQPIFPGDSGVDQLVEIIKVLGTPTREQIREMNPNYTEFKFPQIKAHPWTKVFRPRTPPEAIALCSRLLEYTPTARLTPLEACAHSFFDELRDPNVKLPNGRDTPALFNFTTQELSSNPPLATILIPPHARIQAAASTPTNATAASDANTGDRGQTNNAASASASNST
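test system = GST-tagged human GSK3beta kinase, cell-free | reagent = 25 µM ATP with peptide substrate | dosing = one dose of 10 µM per compound | schedule = 60 min reaction, RT | detection = luminescent ADP-Glo measurement of ADP formed | control set = DMSO neutral wells and GW8510 at 20 µM as positive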
aSyn UTR inh – MLPCN primary screen, SNCA 5' untranslated region; alpha-synuclein 5'UTR reporter, inhibitor activity; inhibition, % (tested at 7.5 µM); 300,000 compounds, 0.82% hits; in the data active means inhibition above about 60%; inconclusive means no clear call, values can overlap the other calls;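 further: H4 neuroglioblastoma cells stably carrying SNCA 5'UTR luciferase fusion; 0% = DMSO wells and 100% = positive control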
HSF1 inhib – HSF1 inhibitors in luciferase reporter cells, primary screen, cell-based, NIH3T3, luminescence; 300,000 compounds, 0.77% hits; NIH3T3-HGL HSE-luciferase, MG132-induced, luminescence 8 h; active compounds read low; activity change, negative = inhibition, % at 7.5 µM (by protocol); AID 2098, 2009;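 active means more than half of replicate wells show activity change below -50%, luminescence cut by over half; inconclusive means some wells, but at most half, below -50%; inactive means no replicate well below -50%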;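 further: luciferase reports HSF-1 transcriptional activity via heat shock element; 0% = median of DMSO wells and -100% = zero luminescence signal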
GSK3A inh – blockers of GSK3A enzyme activity – biochemical, luminescence, cell-free homogeneous, HTS, primary screen. Glycogen synthase kinase-3 alpha (Homo sapiens), P49840. GSK-3 alpha kinase, ADP-Glo luminescence, 60 min. inhibition, % at 10 µM. 320,000 compounds, 0.1% hits. AID 2650, 2010;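 in the data active means inhibition above about 50%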;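 further: GST-tagged GSK-3 alpha with peptide substrate and 25 µM ATP; 0% = DMSO neutral wells and 100% = GW8510 positive control wells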
Target sequence (P49840 whole entry, looked up): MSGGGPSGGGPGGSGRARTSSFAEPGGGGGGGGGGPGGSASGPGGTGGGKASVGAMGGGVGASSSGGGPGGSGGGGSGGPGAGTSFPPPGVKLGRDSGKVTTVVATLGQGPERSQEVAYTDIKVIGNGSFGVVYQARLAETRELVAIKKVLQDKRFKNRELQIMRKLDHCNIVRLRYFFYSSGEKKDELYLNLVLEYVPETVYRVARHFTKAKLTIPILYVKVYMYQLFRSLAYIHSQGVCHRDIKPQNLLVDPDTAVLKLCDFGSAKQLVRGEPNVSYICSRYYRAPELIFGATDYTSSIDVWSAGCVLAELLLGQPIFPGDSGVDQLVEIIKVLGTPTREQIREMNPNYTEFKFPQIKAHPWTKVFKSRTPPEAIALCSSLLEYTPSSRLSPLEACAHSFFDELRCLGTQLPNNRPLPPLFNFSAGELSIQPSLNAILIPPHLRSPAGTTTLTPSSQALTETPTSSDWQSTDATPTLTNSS
KLF5 inh – KLF5 expression inhibitors, primary screen, DLD-1 cells, luminescence; DLD-1 KLF5 promoter-luciferase reporter; inhibition, % at 5 µM; 290,000 compounds, 0.23% hits; AID 1700, 2009;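 active means inhibition above a per-plate limit of that plate's mean compound inhibition plus 3 SD, cut at about 60% in these data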;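 further: 0% = DMSO wells and 100% = LY294002 at 200 µM; higher means less KLF5 promoter-driven luciferase light; inactives centre near -14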
HIF activator – HIF pathway transcriptional activators, primary screen, cell-based, U2OS HRE-luciferase, luminescence; activation, % at 7.5 µM (by protocol); U2OS HRE-luciferase reporter; normalized: DMSO 0%, desferrioxamine 100%; 300,000 compounds, 0.32% hits;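 active means mean activation of at least 10% of the iron chelator positive control signal, with at least half of replicates also reaching 10%; inconclusive means mean and replicate majority disagree about reaching 10%; inactive means mean and most replicates under 10%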
AI-2 QS modul – Vibrio harveyi AI-2 quorum sensing modulators, primary screen, JMH597 strain, luminescence/OD600 ratio. 300,000 compounds, 0.4% hits. activity change, % at 7.5 µM. AID 2094, 2009. Vibrio harveyi JMH597 AI-2 luminescence/OD600 ratio, 9 h; active compounds read low; strain lacks LuxN and CqsS sensors; 0 = neutral-control median; in the data active means activity change below about -75%, passing the limit was not always enough; inconclusive means no clear call, values can overlap the other calls;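 further: luminescence divided by OD600 gain over 9 h not by final OD600 alone; inactives centre near 13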
IEC-6 cytotox – cytotoxicity in IEC-6 intestinal epithelial cells, primary screen, cytotoxicity control for KLF5 inhibitor project, cell-based, luminescence | IEC-6 cytotoxicity, luminescence viability | inhibition, % at 5 µM | 290,000 compounds, 0.78% hits | AID 1825, 2009; in the data active means inhibition above about 22%;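 further: 0% = plate median of test compound wells and 100% = cytotoxic reference compound wells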
HSF1 activator – HSF-1 activators, primary screen, NIH3T3-HGL cells, MG132 stress, luminescence, single point | 300,000 compounds, 1.7% hits | activation, % at 9 µM | NIH3T3-HGL HSF-1 luciferase reporter, 8 h; 100% = twice DMSO control signal | AID 504408, 2011;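 active means mean replicate activation of at least 50% with a set share of replicates each reaching 50%; inconclusive means only one of those two conditions met; inactive means mean below 50% and too few replicates reaching it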;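 further: 0% = median of the neutral control wells and 100% = twice that signal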
An asterisk follows results filed as active; ? = inconclusive; · = no result given. An unsorted share of the library. About 4.7% of those tested had a hit in this group.

Keys – A = HSP90 refold inh; B = GSK3beta inhib; C = aSyn UTR inh; D = HSF1 inhib; E = GSK3A inh; F = KLF5 inh; G = HIF activator; H = AI-2 QS modul; I = IEC-6 cytotox; J = HSF1 activator
COc1ccc(NC(=O)CC(CC(=O)O)c2cc(OC)c(OC)c(OC)c2)cc1 (centres undefined)
  A: -2; B: 5; C: -7; D: -3; E: 2; F: 4; G: -0.6; H: 18; I: -2; J: 5
c1cnc2c(C3NCCc4c3[nH]c3ccccc43)cccc2c1 (centres undefined)
  A: 3; B: 0; C: -21; D: 7; E: -1; F: -6; G: -0.4; H: -1; I: 6; J: 8
Clc1ccc(SCCOCCN2CCCCCC2)cc1
  A: 6; B: -2; C: -10; D: 7; E: ·; F: -20; G: 0.4; H: 15; I: 0; J: 7
Cc1ccc(C2C(C(N)=S)=C(N)OC3=C2C(=O)CC(C)(C)C3)cc1 (centres undefined)
  A: -1; B: 0; C: 8; D: -11; E: -2; F: 0; G: -0.1; H: 13; I: 4; J: -2
Cc1c(NC(=O)Nc2ccc(C#N)cc2)c(=O)n(-c2ccccc2)n1C
  A: 3; B: -2; C: -17; D: -6; E: 0; F: -11; G: 0.9; H: 6; I: -2; J: -14
CCN(CC)S(=O)(=O)c1cc(NC(=O)COc2ccc(C#N)cc2OC)ccc1C
  A: 2; B: -4; C: 34; D: 8; E: 1; F: -5; G: -0.1; H: 26; I: -1; J: 12
O=C(NCc1ccco1)/C(=C\C=C\c1ccccc1)NC(=O)c1ccco1
  A: 9; B: 2; C: -9; D: -2; E: -1; F: 14; G: 0.3; H: 11; I: -1; J: 7
O=C(O)c1cccc(NC(=O)c2cn(-c3ccccc3)nc2-c2ccc(F)cc2)c1
  A: 1; B: 3; C: -4; D: 0; E: -4; F: 3; G: -0.5; H: 3; I: 5; J: -8
Cc1ccc(S(=O)(=O)N/N=C2/CC(c3ccccc3)Oc3ccccc32)cc1[N+](=O)[O-] (centres undefined)
  A: -4; B: 2; C: -106; D: -5; E: -4; F: -15; G: 2.5; H: 21; I: 1; J: -5
O=C(N1CCN(c2ccc(F)cc2)CC1)C12CC3CC(CC(C3)C1)C2
  A: -2; B: -1; C: 0; D: 4; E: ·; F: -8; G: 0.2; H: 39; I: -1; J: 37
Cc1ccsc1C(=O)N/N=C/c1ccc2c(c1)OCO2
  A: 9; B: -2; C: -99; D: 13; E: 0; F: -197; G: 1.6; H: 13; I: 4; J: 52*
COc1cc(C(=O)NC2CC3CCCC(C2)N3Cc2ccccc2)cc(OC)c1OC (centres undefined)
  A: 1; B: 1; C: -11; D: -1; E: -2; F: -36; G: -0.4; H: 1; I: -2; J: -1
CC(=O)NC1C(OCc2ccccc2)OC2COC(C)(C)OC2C1O (centres undefined)
  A: 1; B: 0; C: 8; D: -8; E: -1; F: 5; G: 0.1; H: 22; I: -6; J: -6
Cc1ccc(S(=O)(=O)N2CCN(CC(=O)N/N=C\c3ccncc3)CC2)cc1
  A: -2; B: 2; C: -4; D: ?; E: -3; F: -7; G: -0.7; H: 11; I: 4; J: -62
Cc1cc(C)c(S(=O)(=O)c2ccccc2)c(OC(=O)c2c(Cl)cc(Cl)cc2Cl)n1
  A: 2; B: 3; C: -13; D: -1; E: -2; F: -11; G: 1.2; H: 10; I: 4; J: -22
O=C(CCc1nc2ccccc2c(=O)[nH]1)OCC(=O)N1CCc2ccccc21
  A: -1; B: 6; C: 10; D: 2; E: 3; F: -5; G: -0.3; H: 8; I: -3; J: 16
COc1ccccc1NC(=O)C(C)OC(=O)c1nc2nc(C)cc(C)n2n1 (centres undefined)
  A: ·; B: 4; C: -4; D: -8; E: ·; F: ·; G: 0.0; H: 10; I: ·; J: -9
CCOC(=O)Cn1cc(/C=N/N2C(=O)C3C4C=CC(C4)C3C2=O)c2ccccc21 (centres undefined)
  A: 1; B: -4; C: -16; D: 3; E: -1; F: -11; G: 0.4; H: 22; I: 6; J: 0
CCOC(=O)c1ccccc1NC(=O)CSc1ccc(-c2ccccn2)nn1
  A: 4; B: -2; C: 69*; D: 4; E: -1; F: 0; G: 1.4; H: 28; I: 4; J: -7
Oc1cccc(/C=N/Nc2ccc(Cl)nn2)c1O
  A: 5; B: 1; C: -7; D: -2; E: 6; F: 84*; G: -12; H: -28; I: 100*; J: 16
CCCc1nnc(-c2cc(OC)c(OC)c(OC)c2)o1
  A: 0; B: 1; C: 10; D: 1; E: -2; F: -31; G: -0.1; H: 5; I: 2; J: -9
NN1C(=O)/C(=C\c2ccco2)SC1=S
  A: 5; B: -5; C: -17; D: -15; E: -3; F: 7; G: -0.1; H: 4; I: -16; J: -1
Cc1c(C(=O)Nc2ccc(-n3cnnn3)cc2)oc2ccccc12
  A: 1; B: ·; C: ·; D: ·; E: -1; F: -9; G: ·; H: ·; I: 6; J: ·
COc1ccc2nc(SCC(=O)Nc3ccccc3C#N)[nH]c2c1
  A: -2; B: 3; C: -1; D: 4; E: 1; F: -15; G: 0.3; H: 5; I: -2; J: 13
O=C(NCCc1ccccc1)C1CCN(C(=O)c2ccc([N+](=O)[O-])cc2)CC1
  A: -4; B: 0; C: 12; D: -4; E: ·; F: -5; G: 0.0; H: -10; I: 4; J: 12
CC(/C=N/NC(=O)c1ccc(CN2c3cccc4cccc(c34)S2(=O)=O)cc1)c1ccccc1 (centres undefined)
  A: 4; B: -4; C: 10; D: 2; E: -2; F: 2; G: -0.1; H: -2; I: 4; J: -15
O=C(c1ccc(NC2=NC3CS(=O)(=O)CC3S2)cc1)N1CCN(c2ccccc2F)CC1 (centres undefined)
  A: -2; B: 2; C: 17; D: 2; E: -2; F: -9; G: 0.5; H: 18; I: 3; J: -12
COC(=O)c1cn(Nc2ncc(C(F)(F)F)cc2Cl)c(=O)c2ccccc12
  A: -2; B: -2; C: 19; D: 7; E: 0; F: -19; G: -0.1; H: 17; I: -2; J: 8
CCC/C=N/Nc1nnc(Cc2ccccc2)c(=O)[nH]1
  A: -2; B: 0; C: 9; D: -8; E: -1; F: -28; G: -1.1; H: 9; I: 0; J: -7
Cc1cc(Cl)ccc1OCC(=O)NNC(=O)c1cccnc1
  A: 4; B: 0; C: 5; D: 9; E: -1; F: -21; G: -0.2; H: 30; I: 5; J: -3
CCOC(=O)C(C)n1nc(/C=C/c2ccc(OC)cc2)ccc1=O (centres undefined)
  A: -4; B: -1; C: -26; D: 5; E: -3; F: -20; G: 0.3; H: 15; I: -2; J: 7
CCCn1c(=S)[nH]c2cc(C(=O)N(CCO)Cc3ccccc3)ccc2c1=O
  A: -1; B: 5; C: -33; D: 1; E: -1; F: -52; G: -0.2; H: 29; I: 1; J: 9
O=C(CC1(O)C(=O)Nc2ccccc21)c1cccnc1 (centres undefined)
  A: 0; B: -2; C: -3; D: 5; E: -2; F: -34; G: -0.2; H: 21; I: 2; J: -10
O=C(O)c1ccc(/C=N/n2cc(-c3ccccc3)[nH]c2=S)cc1
  A: -1; B: -1; C: -9; D: -6; E: -1; F: -16; G: 0.1; H: 13; I: -4; J: -24
CCCCC(c1nnnn1CC1CCCO1)N1CCN(c2cccc(C)c2C)CC1 (centres undefined)
  A: 0; B: 0; C: -16; D: -6; E: -2; F: -24; G: -0.1; H: 22; I: -7; J: 4
O=S(=O)(c1ccc(Cl)cc1)N1CCNCC1
  A: 2; B: -3; C: 7; D: -4; E: -1; F: -13; G: -0.4; H: 18; I: 0; J: 0
NNC(=O)c1ccncc1
  A: 0; B: ·; C: ·; D: ·; E: ·; F: -21; G: ·; H: 17; I: -11; J: ·
COc1ccccc1N(CN1C(=O)c2ccccc2C1=O)C(=O)c1cccc(C)c1
  A: -3; B: 2; C: -4; D: -4; E: 0; F: 11; G: 0.0; H: 19; I: 8; J: -8
O=C(Nc1ccc2c(c1)OCO2)c1ccncc1
  A: -1; B: 5; C: -53; D: -3; E: 9; F: -30; G: 1.0; H: -3; I: 1; J: 14
FC(F)(F)c1cccc(Nc2cc(-c3ccccc3)nc3ncnn23)c1
  A: 1; B: 2; C: 9; D: 3; E: 0; F: 0; G: -0.8; H: 10; I: -1; J: 6

Exported bar-delimited: two of the compounds above.
SMILES | HSP90 refold inh | GSK3beta inhib | aSyn UTR inh | HSF1 inhib | GSK3A inh | KLF5 inh | HIF activator | AI-2 QS modul | IEC-6 cytotox | HSF1 activator
O=C(O)c1ccc(/C=N/n2cc(-c3ccccc3)[nH]c2=S)cc1 | -1 | -1 | -9 | -6 | -1 | -16 | 0.1 | 13 | -4 | -24
NNC(=O)c1ccncc1 | 0 | · | · | · | · | -21 | · | 17 | -11 | ·

Other structures follow.
Keys – A = HSP90 refold inh; B = GSK3beta inhib; C = aSyn UTR inh; D = HSF1 inhib; E = GSK3A inh; F = KLF5 inh; G = HIF activator; H = AI-2 QS modul; I = IEC-6 cytotox; J = HSF1 activator
CCCCNC(=S)N(CCO)Cc1cc2cc3c(cc2[nH]c1=O)OCCO3
  A: 0; B: 1; C: 14; D: -1; E: 0; F: -38; G: 0.3; H: 16; I: 7; J: 28
COc1ccc(CN2CCN(S(=O)(=O)c3ccc(NC(C)=O)cc3)CC2)cc1OC
  A: -1; B: 2; C: 9; D: -4; E: -2; F: -7; G: -0.1; H: 34; I: 2; J: -1
NC(=O)C1CCN(Cc2ccc(OCc3ccccc3)cc2)CC1
  A: 4; B: 0; C: -95; D: 10; E: ·; F: -55; G: 3.1; H: -10; I: 0; J: 9
COc1ccc(CCC(=O)OCC(=O)c2c(N)n(CC(C)C)c(=O)n(C)c2=O)cc1
  A: 18*; B: 0; C: 9; D: -8; E: 7; F: -28; G: -1.4; H: 12; I: 2; J: -13

Single records, as listed above. Order of screens: HSP90 refold inh | GSK3beta inhib | aSyn UTR inh | HSF1 inhib | GSK3A inh | KLF5 inh | HIF activator | AI-2 QS modul | IEC-6 cytotox | HSF1 activator
`CCCCNC(=S)N(CCO)Cc1cc2cc3c(cc2[nH]c1=O)OCCO3` is listed as 0 | 1 | 14 | -1 | 0 | -38 | 0.3 | 16 | 7 | 28
`NC(=O)C1CCN(Cc2ccc(OCc3ccccc3)cc2)CC1` is listed as 4 | 0 | -95 | 10 | · | -55 | 3.1 | -10 | 0 | 9
`COc1ccc(CCC(=O)OCC(=O)c2c(N)n(CC(C)C)c(=O)n(C)c2=O)cc1` is listed as 18* | 0 | 9 | -8 | 7 | -28 | -1.4 | 12 | 2 | -13
